# Mito fusion yeast: blocks mitochondrial division or promotes mitochondrial fusion; Potency, µM (titrated, usually from 46.1 µM), for inactives: top-dose growth rescue (activation), hits mostly activators; S. cerevisiae fusion-defective mutant growth rescue, CellTiterGlo 48 h; 0.23% of 320,000 active;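 note: potency is the fitted concentration of half-maximal effect; % of control where 0% means no effect; nearly all actives have a fitted effect of over 45% in size; temperature-sensitive fusion mutants such as fzo1-1 at 37 °C on non-fermentable ethanol glycerol medium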
#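 Compounds are tested for their ability to restore growth of mitochondrial fusion-defective yeast strains at non-permissive 37C in YPEG medium over 48 hours. Viability is quantified by luciferase luminescence.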
# Menin MLL FP TR: displaces Texas Red mutant MLL peptide from human menin. O00255. Menin + Texas Red MLL mutant peptide, fluorescence polarization. Potency, µM (highest dose often 61.6 µM), without a hit: at the highest dose FP activity change, negative = inhibition, actives largely listed as inhibitors. 0.23% of 270,000 active. AID 1768; active = well fitted inhibition curve with a large enough effect in the polarisation, with a control signal flat, not every such curve was filed as active; inconclusive = small, poorly fitted or top-dose-only effect, or effect the other way, or a change in a side signal; inactive = no such curve, though single readings can be large or run the other way; the % refers to the polarisation; note: potency is the fitted concentration of half-maximal effect; % of control where 0% means no effect; many of its hits are not listed in these tables
# Target sequence (O00255 whole entry, looked up): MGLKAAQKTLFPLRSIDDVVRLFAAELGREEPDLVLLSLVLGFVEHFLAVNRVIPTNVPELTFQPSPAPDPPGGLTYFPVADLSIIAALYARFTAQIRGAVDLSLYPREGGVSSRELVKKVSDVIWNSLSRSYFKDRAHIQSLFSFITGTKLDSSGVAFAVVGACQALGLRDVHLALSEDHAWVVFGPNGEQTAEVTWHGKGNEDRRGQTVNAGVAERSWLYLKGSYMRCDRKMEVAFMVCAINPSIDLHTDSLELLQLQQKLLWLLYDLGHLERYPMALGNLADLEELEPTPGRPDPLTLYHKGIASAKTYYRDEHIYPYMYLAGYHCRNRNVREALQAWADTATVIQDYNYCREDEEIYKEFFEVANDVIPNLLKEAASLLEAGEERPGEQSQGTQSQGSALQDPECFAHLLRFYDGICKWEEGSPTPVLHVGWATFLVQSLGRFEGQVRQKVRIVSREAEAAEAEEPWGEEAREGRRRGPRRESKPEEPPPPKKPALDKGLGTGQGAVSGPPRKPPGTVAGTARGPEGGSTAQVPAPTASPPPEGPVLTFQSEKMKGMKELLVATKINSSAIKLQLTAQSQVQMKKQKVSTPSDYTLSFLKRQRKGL
# RORg inh: ROR gamma (mouse) transcription inhibition | P51450 | Drosophila S2 Gal4-RORgamma UAS-luciferase reporter, 20 h | Potency, µM (doses to about 53.6 µM), for the others: at the highest dose activity change, negative = inhibition, most hits filed as inhibitors | 5.4% of 310,000 active; note: potency is the fitted concentration of half-maximal effect; % is set by controls: 0 for no effect and ±100 for the full control effect; nearly all actives have a fitted effect of over 60% in size
#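 Compounds are pin-transferred onto Drosophila Schneider cells expressing a copper-inducible Gal4–ROR gamma transactivation domain fusion. After 1 hr, copper sulfate is added to 700 uM final; luciferase is read 20 hr later.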
# NPC1 promoter act: NPC1 promoter activation; AID 485313; 2.4% of 320,000 active; Huh7 NPC1 promoter luciferase reporter, 24 h; Potency, µM (series often up to 9.22 µM), for the others: at the highest dose activation, hits mostly activators;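 note: potency is the fitted concentration of half-maximal effect; % of control where 0% means no effect; nearly all actives have a fitted effect of over 60% in size; reporter is driven by a mutant NPC1 promoter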
#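 Readout is luciferase luminescence, reflecting NPC1 promoter activation in stably transfected Huh7 cells after 24 h compound exposure at 37 °C in reduced-serum medium with 10% FBS.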
# Rab9 prom act: Rab9 promoter activation | Huh7 Rab9 promoter-luciferase reporter, luminescence, 24 h | 2.8% of 320,000 active | Potency, µM (series often up to 9.22 µM), without a hit: at the top dose activation, negative = inhibition, usual class: activators; note: potency is the fitted concentration of half-maximal effect; % of control where 0% means no effect; nearly all actives have a fitted effect of over 60% in size
#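 Promoter activation is measured as luciferase luminescence in Huh7 cells stably transfected with a Rab9 promoter–luciferase construct, following 24 h compound exposure at 37 °C and 10 min reagent incubation at ambient temperature.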
# KCNH2 3.1 inh: inhibitors of human KCNH2 3.1 potassium channel isoform | activity change, % (tested at about 1.8 µM) | 0.95% of 340,000 active | U2OS KCNH2 3.1, thallium flux FluxOr; stronger effect = lower value;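 active = maximum activity change below -70%; inconclusive = maximum activity change from -70% to -50%; inactive = maximum activity change above -50%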;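 note: thallium influx rate constant from kinetic fluorescence after stimulation buffer; % is set by controls: 0 for no effect and ±100 for the full control effect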
#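 Channel expression came from 3.1 mutant virus (1.77 x 10^8 /mL) applied to suspended U2OS cells for 4 h. Flux was tracked with FluxOr dye plus Red40 quencher, and kinetic rate constants normalized to controls.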
# MBNL1 CUG block: blocks human MBNL1 binding to CUG repeat RNA | TR-FRET MBNL1-His/biotin-(CUG)12 binding, 665/545 ratio | Potency, µM (top dose mostly 57.5 µM), inactives show top-dose activity change, negative = inhibition, usual class: inhibitors | 0.036% of 280,000 active; active = well fitted inhibition curve with a large enough effect in the signal ratio, with a control signal flat, not every such curve was filed as active; inconclusive = small, poorly fitted or top-dose-only effect, or effect the other way, or a change in a side signal; inactive = no such curve, though single readings can be large or run the other way; the % refers to the signal ratio; note: potency is the fitted concentration of half-maximal effect; % is set by controls: 0 for no effect and ±100 for the full control effect
#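 Inhibition of protein-RNA binding appears as loss of TR-FRET between terbium anti-His antibody on MBNL1-His and streptavidin-XL665 on biotin-(CUG)12. Activity is normalized to buffer-only and uninhibited-complex controls.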
# Gal4-VP16 FLuc: Gal4-VP16 reporter inhibition counter-screen. Drosophila S2 Gal4-VP16 UAS-luciferase, luminescence, 20 h. Potency, µM (series often up to 53.6 µM), for the others: at the highest dose activity, negative = inhibition, hits mostly inhibitors. 3.5% of 310,000 active. AID 2546;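 note: Gal4-VP16 expression switched on by copper sulfate through the metallothionein promoter; potency is the fitted concentration of half-maximal effect; % is set by controls: 0 for no effect and ±100 for the full control effect; nearly all actives have a fitted effect of over 50% in size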
# FLuc modulator: firefly luciferase modulation, counter-screen for miR-21 project; P08659; purified FLuc, Km substrates, luminescence inhibition; Potency, µM (highest dose often 57.5 µM), for inactives: at the top dose activity change, negative = inhibition, hits mostly inhibitors; 6.9% of 360,000 active;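 note: potency is the fitted concentration of half-maximal effect; plate controls were vehicle for no effect and reference inhibitor for full effect; nearly all actives have a fitted effect of over 55% in size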
#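 Purified P. pyralis luciferase, 10 nM final, with Km-level 10 uM D-luciferin and 10 uM ATP in 50 mM Tris acetate pH 7.5, 10 mM Mg acetate, 0.01% Tween-20, 0.05% BSA; 6-point qHTS titration about 60 µM downward; luminescence read.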
# ELG1 DNA repair: inhibitors of ELG1-dependent DNA repair in HEK293T cells; HEK293T ELG1-luciferase reporter, luminescence, 16 h; DNA damage induced by 5-fluorouridine; Potency, µM (doses to about 46.1 µM), for the others: at the highest dose activity change, negative = inhibition, usual class: inhibitors; 2.3% of 330,000 active; AID 504467; note: potency is the fitted concentration of half-maximal effect; % is set by controls: 0 for no effect and ±100 for the full control effect; nearly all actives have a fitted effect of over 55% in size
#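 DMSO vehicle served as the neutral condition. Each well held 2,000 cells given 5-fluorouridine plus compound; after 16 hr at 37 °C/5% CO2, ONE-Glo was added and luciferase measured 30 min later.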
# PKM2 act: activators of human pyruvate kinase M2 | purified PKM2, Kinase-Glo ATP luminescence, activation; response scale: 0% is enzyme alone, no compound | AID 1631 | Potency, µM (doses to about 57.5 µM), inactives show at the top dose activation, actives largely listed as activators | 0.34% of 260,000 active; note: potency is the fitted concentration of half-maximal effect; % is set by controls: 0 for no effect and ±100 for the full control effect; nearly all actives have a fitted effect of over 55% in size
# Target sequence (P14618 whole entry, looked up): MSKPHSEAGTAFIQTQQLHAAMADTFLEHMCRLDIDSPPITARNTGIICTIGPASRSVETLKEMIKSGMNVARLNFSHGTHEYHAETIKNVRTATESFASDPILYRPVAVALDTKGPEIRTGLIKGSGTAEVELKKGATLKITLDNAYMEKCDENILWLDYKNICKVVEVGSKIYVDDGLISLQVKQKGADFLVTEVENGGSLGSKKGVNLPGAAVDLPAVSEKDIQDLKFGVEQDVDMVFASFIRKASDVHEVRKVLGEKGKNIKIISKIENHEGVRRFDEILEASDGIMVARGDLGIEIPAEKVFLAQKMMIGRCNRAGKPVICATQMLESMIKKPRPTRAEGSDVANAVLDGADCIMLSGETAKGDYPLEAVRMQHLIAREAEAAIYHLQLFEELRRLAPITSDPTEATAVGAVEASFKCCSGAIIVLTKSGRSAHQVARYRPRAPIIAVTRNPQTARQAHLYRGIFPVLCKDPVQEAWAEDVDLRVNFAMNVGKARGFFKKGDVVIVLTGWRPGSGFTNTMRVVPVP
#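 Purified hPK-M2 (>95%) run at intermediate activity with 0.1 mM ADP and 0.5 mM PEP in 50 mM imidazole pH 7.2, KCl, MgCl2; 1 h room temperature. ATP formed read by Kinase-Glo luminescence; normalized to uninhibited and no-enzyme controls.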
# * hit, by the source's call; ? = inconclusive; · = not tested or not shown; [ ] = remark or other dose. Unless noted, calls come from the whole dose curve; as a rule, active = well fitted curve in the direction sought with a large enough effect; inconclusive = small, poorly fitted or top-dose-only effect, or another doubt; inactive = no such curve, though single readings can be large; an effect the other way counts as inactive or inconclusive. Only part of the results is shown, so the mix of outcomes need not match the whole.
SMILES,Mito fusion yeast,Menin MLL FP TR,RORg inh,NPC1 promoter act,Rab9 prom act,KCNH2 3.1 inh,MBNL1 CUG block,Gal4-VP16 FLuc,FLuc modulator,ELG1 DNA repair,PKM2 act
COCCSc1nnc(NC(=O)C2CC(=O)N(c3ccccc3)C2)s1 (centres undefined),-11%,1%,24%,-5%,1%,1,·,5%,-17%,0%,2%
O=C(Nc1cc(=O)[nH]c(=O)[nH]1)c1cc(Cl)ccc1Cl,13%,-3%,-1%,-31%[inhibitor],-9%,-3,-5%,-5%,1%,?,·
CCCC1=Nc2cc(C(=O)N3CCC(C(N)=O)CC3)ccc2Sc2ccccc21,-2%,-2%,7%,-2%,-1%,6,0%,0%,1%,1%,·
C=CCNCCCCOc1c(Cl)cc(C)cc1Br,-8%,?,-33%,-1%,-3%,-6,5%,-12%,-2%,-13%,5%
CC1(C)CC(=O)C=C(NCc2ccncc2)C1,-1%,25%,-18%,0%,0%,0,7%,3%,-1%,?,-12%
Cc1ccc(NC(=O)C2C3C=CC4(O3)C2C(=O)N(CCCN2CCOCC2)C4C(=O)NC2CCCCC2)cc1Cl (centres undefined),1%,-4%,11%,3%,2%,0,-4%,-9%,3%,4%,4%
CCCC1=C(C(=O)OCC)C(c2ccco2)C(C#N)=C(N)O1 (centres undefined),0%,-17%,8%,-2%,10%,6,8%,4%,-13%,16%,-5%
COc1cc2nc(CN3CCOCC3)n(CC(=O)NCC(F)(F)F)c(=O)c2cc1OC,1%,·,16%,-4%,-3%,11,-7%,2%,2%,4%,-7%
NC(=O)C1CCN(C(=O)/C(=C/c2ccccc2)NC(=O)c2ccccc2)CC1,1%,6%,1%,0%,3%,-2,0%,7%,-7%,-17%,11%
COc1ccc(Br)cc1C(=O)NC(=S)Nc1cc(-c2nc3ccccc3[nH]2)ccc1C,23%,?,32%,11%,-4%,4,·,?,?,-2%,0%
COc1ccc(-n2nnnc2SCC(=O)Nc2ccc3c(c2)OCCO3)c(OC)c1,10%,-2%,7%,7%,8%,-3,-1%,?,?,21µM*,-1%
Cc1cc2oc(C(=O)Nc3ccc(S(=O)(=O)Nc4onc(C)c4C)cc3)cc(=O)c2cc1Cl,-2%,·,-1%,1%,-2%,6,4%,0%,1%,-1%,-8%
CC(Sc1nnc(N)s1)C(=O)Nc1nccs1 (centres undefined),0%,·,-2%,2%,12%,0,0%,-2%,-1%,14%,7%
C#CCOCCOCCOCCNc1nc(N2CCN(C(=O)[C@H]([C@@H](C)CC)n3cc([C@@H](N)Cc4ccc(O)cc4)nn3)CC2)nc(N2CCN(C(=O)[C@H](Cc3cc4ccccc4[nH]3)n3cc([C@@H](N)CC(C)C)nn3)CC2)n1,-2%,·,·,3%,2%,8,·,·,6%,?,·
Cc1cccc(OCCn2nc(C(=O)O)c3ccccc3c2=O)c1,3%,1%,3%,0%,0%,·,9%,5%,-4%,?,-8%
CCCCC1=NN(C(=O)c2ccncc2)C(O)(C(F)(F)F)C1 (centres undefined),5%,·,-15%,1%,0%,-17,-9%,?,5%,-18%,-1%
C=CCn1c(=S)[nH]c2cc(C(=O)Nc3ccc(OC)c(OC)c3)ccc2c1=O,1%,32%[activator],?,2%,4%,2,0%,-2%,-1%,-1%,-1%
O=C(COC(=O)c1cccs1)Nc1nnc(-c2ccccc2)o1,15%,·,·,-2%,1%,1,·,·,-8%,26%,·
COc1cc(/C=N/NC(=O)c2cc(O)cc(O)c2)ccc1OC(=O)c1ccccc1,3%,?,-29%,-5%,2%,·,4%,-3%,?,12%,-1%
CCOc1ccccc1C(=O)NCC(=O)Nc1ncccc1C,0%,·,·,-2%,3%,0,·,·,-1%,7%,·
CCn1c(Cc2ccccc2)nnc1SC(C)C(=O)NC1CC1 (centres undefined),0%,·,·,-4%,-1%,-23,·,·,3%,20%,·
O=C(Cc1ccccc1)N1CCC(C(=O)N2CCN(c3ccc(F)cc3)CC2)CC1,-3%,-12%[11.7 µM],3%,-1%,-4%,-1,4%,-3%,3%,-16%,?
Cc1ccc(C(=O)O)cc1S(=O)(=O)N1CCCC1,-1%,-1%,0%,0%,4%,-4,-3%,6%,-1%,4%,3%
Cc1ccc(NC(=S)N(CCCN2CCOCC2)Cc2cccs2)c(C)c1,-5%,7%,?,-2%,-1%,-6,·,?,2%,12%,2%
Cc1ccc(NS(=O)(=O)c2c(C(=O)N3CCCCCC3)c(C)n(C)c2C)cc1C,4%,·,6%,-3%,-4%,6,-6%,-2%,1%,-5%,·
Cn1c(=O)c2[nH]cnc2n(-c2ccccc2)c1=O,-5%,9%,22%,·,·,-1,5%,5%,0%,·,-4%
Nc1c(C(=O)NCc2ccco2)c2nc3ccccc3nc2n1CCc1ccccc1,?,-9%,?,-12%,1%,-10,14%[11.5 µM],10%,-14%,?,12%
Cc1ccc(NC(=O)c2cc(=O)[nH]c3ccccc23)cc1C,1%,-27%,-2%,1%,5%,4,49%[activator],-4%,-5%,15%,-6%
COc1ccc(Cc2nc3ccc(C(=O)NCC4COCCO4)cc3o2)cc1 (centres undefined),0%,·,?,6%,1%,-1,4%,8%,-1%,-7%,-4%
O=C(O)c1ncsc1-c1ccccc1,4%,·,-14%,2%,0%,1,5%,-7%,1%,0%,-1%
COC(=O)c1sc(N)c(C(=O)OC)c1CSc1nnnn1C,6%,18%,?,-1%,-2%,2,6%,-13%,7%,?,-2%
Cc1cc(=O)oc2cc(NC(=O)CCC(=O)O)ccc12,-4%,·,-10%,-4%,2%,3,8%,-4%,0%,12%,-2%
CC(C)n1cnnc1SCC(=O)NC(=O)c1ccccc1,-2%,·,·,-3%,2%,2,·,·,-3%,0%,·
CCOC(=O)c1c(N2C(=O)C3C4C=CC(O4)C3C2=O)sc2c1CCCC2 (centres undefined),-5%,9%,?,·,·,0,5%,18µM*,-6%,·,?
Fc1ccc(COc2ccc(Br)cc2CNCc2ccncc2)cc1,?,-9%,-1%,-6%,1%,-7,2%,-8%,1%,?,2%
CS(=O)(=O)N(CC(=O)NC1CCCC1)Cc1ccc(F)cc1,9%,-13%,13%,-1%,-8%,-10,-5%,-3%,0%,-2%,10%
O=C(/C=C/c1ccc2c(c1)OCO2)NCc1ccc(F)cc1,0%,7%,?,1%,0%,-2,27%,-1%,?,0%,-6%
CCc1cc2c(=O)n(-c3ccccc3)cnc2s1,7%,3%,36%,-3%,6%,-2,-5%,13%,-10%,?,-2%
COc1cccc(C2c3c(-c4ccccc4)n[nH]c3C(=O)N2c2ccc(C(=O)O)cc2)c1 (centres undefined),-1%,34%[activator],4%,-3%,-4%,1,-7%,-8%,-13%,-5%,-2%
Cc1ccc(S(=O)(=O)NCC(=O)N2CCc3ccccc3C2)cc1,0%,-29%,3%,0%,2%,-9,-3%,3%,-6%,2%,0%
CCOC(=O)c1nn(-c2ccccc2)c(=O)cc1OCC(=O)Nc1cc(C)ccc1C,-1%,·,·,-12%,-6%,9,·,·,1%,?,·
Cc1cccc(CN2CCCC(C(=O)c3ccc4c5c(cccc35)CC4)C2)n1 (centres undefined),-23%,?,4µM*,-2%,-21%,3,22%,13µM*,1%,-19%,4%
CC(NCc1ccccc1O)C12CC3CC(CC(C3)C1)C2 (centres undefined),-13%,-20%,-2%,-3%,-3%,3,-5%,1%,-1%,-23%,·
Cc1ccc2c(c1)N(CC(=O)N1CCCc3ccccc31)C(=O)CO2,3%,-2%,-25%,1%,-8%,6,4%,6%,1%,0%,2%
NC(=O)C1CCN(C(=O)Cc2ccc(-c3ccccc3)cc2)CC1,-12%,-1%,-2%,11%,7%,3,-2%,-14%,0%,7%,·
CN(C)N1C(N)=C(C#N)C(c2ccccc2Cl)C2=C1CCCC2=O (centres undefined),0%,2%,4%,2%,0%,-1,3%,14%,-1%,-4%,·
CN(C)c1cccc2c1c(NC(=O)c1ccc(Cl)cc1)nn2C,-6%,·,5%,-44%[inhibitor],-25%,-4,·,-2%,1%,-3%,2%
Cc1ccnc(NC(=O)c2ccc(COc3c(F)c(F)cc(F)c3F)o2)c1,1%,-11%,39%,11%,11%,-3,-3%,21%,-8%,6%,0%[11.5 µM]
COc1ccc(CN(C)Cc2cc(=O)n3ccsc3n2)c(OC)c1OC,-14%,8%,1%,0%,4%,7,0%,7%,-2%,-12%,-7%
O=C1CCCN1CCCn1cnc2c([nH]c3ccc(F)cc32)c1=O,-4%,2%,5%,2%,0%,2,0%,-3%,?,?,-2%
